# Compound activity (PubChem BioAssay)
# KCNQ2 inh: KCNQ2 channel blockers in CHO-K1 cells – cell-based, FluxOR thallium flux, B-score, primary screen (AID 2156); O88943; 20 min; active compounds read low; B-score at 10 µM; 1.1% of 310,000 active;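 active means fluorescence ratio B-score at most minus 3 library SDs, with starting brightness B-score within 2 library SDs, cut at about -5.5 in these data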
# Target sequence (O88943 whole entry, looked up): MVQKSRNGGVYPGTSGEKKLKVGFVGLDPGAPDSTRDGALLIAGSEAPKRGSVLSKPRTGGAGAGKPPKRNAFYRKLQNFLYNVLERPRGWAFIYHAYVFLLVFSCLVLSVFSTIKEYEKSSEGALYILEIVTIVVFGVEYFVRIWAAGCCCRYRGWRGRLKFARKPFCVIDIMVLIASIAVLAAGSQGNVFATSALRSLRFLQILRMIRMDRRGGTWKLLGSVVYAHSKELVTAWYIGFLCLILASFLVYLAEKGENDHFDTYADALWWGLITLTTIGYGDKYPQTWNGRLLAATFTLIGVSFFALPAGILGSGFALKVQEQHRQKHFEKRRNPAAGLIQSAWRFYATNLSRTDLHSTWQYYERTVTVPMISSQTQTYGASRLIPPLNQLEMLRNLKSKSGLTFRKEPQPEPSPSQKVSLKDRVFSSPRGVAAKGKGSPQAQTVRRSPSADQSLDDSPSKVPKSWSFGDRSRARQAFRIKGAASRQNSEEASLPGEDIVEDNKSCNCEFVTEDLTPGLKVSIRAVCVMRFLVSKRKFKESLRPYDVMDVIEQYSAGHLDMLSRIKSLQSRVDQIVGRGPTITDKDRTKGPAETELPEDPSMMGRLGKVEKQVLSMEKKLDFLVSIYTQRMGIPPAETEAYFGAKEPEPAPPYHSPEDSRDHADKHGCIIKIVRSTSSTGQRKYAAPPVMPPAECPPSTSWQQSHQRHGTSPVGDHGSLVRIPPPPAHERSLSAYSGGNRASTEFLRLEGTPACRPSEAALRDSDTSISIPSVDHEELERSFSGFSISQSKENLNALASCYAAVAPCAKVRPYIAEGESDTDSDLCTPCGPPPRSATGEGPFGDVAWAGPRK
# Kir21 inh: inhibitors of mouse Kir2.1 inward-rectifier potassium channel; P35561; HEK293-Kir2.1, FluxOR thallium flux fluorescence; active compounds read low; B-score at 10 µM; 0.85% of 310,000 active; AID 1672;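 active means fluorescence ratio B-score at or below minus 3 SD of library scores, with starting-brightness B-score within 2 SD, cut at about -4.2 in these data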;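 further: channel flux triggered by added potassium and thallium sulfate stimulus; B-score of peak minus minimum fluorescence over baseline after thallium stimulus; more negative B-score means stronger Kir2.1 block with less thallium influx; some compounds called inactive have numbers as strong as hits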
# Starred values were filed as active, the others as inactive; i = inactive.
# The line under a structure holds: KCNQ2 inh	Kir21 inh
CCN(CC)CCCNC(=O)c1ccc2c(SCC(=O)O)c3c(nc2c1)CCC3
→ i	-0.01
Cc1ccc(S(=O)(=O)N(CC(O)CN2CCCC2)c2ccccc2)cc1 (stereo not given)
→ i	-0.29
Cc1nn(Cc2c(F)c(F)c(F)c(F)c2F)c(C)c1NC(=O)c1c(-c2ccccc2)nn(-c2ccccc2)c1C
→ i	-0.74
CCn1cc(CN2CCC(C(=O)Nc3cccc(-c4cccc(F)c4)c3)CC2)cn1
→ i	-0.8
CCOc1ccc(-n2c(C)cc(/C=C3/C(=N)N4C(=NC3=O)SN=C4S(C)(=O)=O)c2C)cc1
→ i	0.67
O=C(CCSCc1ccc(Cl)cc1)NCCc1ccccc1
→ i	0.14
COCCCNC(=O)CNC(=S)N(Cc1ccccc1)Cc1cccnc1
→ i	1.34
CCN1CCN(c2nc3c(C)cccn3c(=O)c2/C=C(\C#N)S(=O)(=O)c2ccc(C)cc2)CC1
→ i	-0.47
Cn1c(=NC(=O)c2ccccc2[N+](=O)[O-])sc2cc(S(C)(=O)=O)ccc21
→ i	-0.24
Cc1cc2nc(-c3ccc(SCc4ccccc4C#N)nc3)[nH]c2cc1C
→ i	-0.95
O=C(NCC1CCCO1)C(=O)N/N=C/c1c(F)cccc1Cl (stereo not given)
→ i	1.05
CC(C)CN(CC(C)C)C(=O)CN1c2cccc3cccc(c23)S1(=O)=O
→ i	0.41
CCCn1c2c(c(O)c(C(=O)NCc3ccccc3)c1=O)CCCC2
→ i	2.36
CN(CC(=O)Nc1ccc(Cl)cc1)C(=O)c1cccc(S(=O)(=O)N(C)C)c1
→ i	0.05
COc1ccc2[nH]c3c(c2c1)CC(C)NC3=O (stereo not given)
→ i	0.07
O=C(COC(=O)c1ccc(F)cc1F)Nc1ccc2[nH]c(=O)[nH]c2c1
→ i	-0.18
CN(C)P(=NC(=O)COc1ccc(Cl)cc1Cl)(N(C)C)N(C)C
→ i	-0.93
O=C(/C=C/c1ccco1)Nc1nc(-c2ccccc2)cs1
→ i	-0.18
Cc1ccc(CN2CCN(CC3CC4C=CC3C4)CC2)cc1 (stereo not given)
→ i	1.53
Cc1ccc(S(=O)(=O)C2(C(=O)Nc3ccc4c(c3)OCO4)CC2)cc1
→ i	1.7

# (listing goes on)
# The line under a structure holds: KCNQ2 inh	Kir21 inh
CC(=O)Nc1ccc(NC(=O)c2sc(-c3ccccc3)nc2C)cc1
→ i	2.1
COc1ccc(OC)c(C(C(=O)NCc2ccco2)N(C(=O)Cn2nnc3ccccc32)C2CC2)c1 (stereo not given)
→ i	-0.02
CCCn1c2ccccc2c2nnc(SCC(=O)Nc3c(C)n(C)n(-c4ccccc4)c3=O)nc21
→ i	1
O=C(NNC(=S)Nc1ccc(Cl)cc1Cl)c1ccncc1
→ i	-1.01
COc1ccc(S(=O)(=O)NCC2CCC(C(=O)NCCC(C)C)CC2)cc1 (stereo not given)
→ i	-0.46
Cc1c2cnn(CC(=O)NCc3ccccn3)c(=O)c2c(C)n1Cc1ccc(Cl)cc1
→ i	0.36
Cc1ccccc1CN(c1ccc(C(=O)Nc2ccccc2C(=O)N2CCCC2)cc1)S(C)(=O)=O
→ i	-0.21
CCCCc1cn([C@@H](CCCCN)C(=O)N2CCNCC2)nn1
→ i	0.02
CS(=O)(=O)c1ccc2nc(NC(=O)C3=NN(c4ccccc4)C(=O)CC3)sc2c1
→ i	0.14
Cc1cccc(NC(=O)c2cccc(C(=O)Nc3cccc(C)c3)n2)c1
→ i	1.79
COC(=O)Nc1ccc(S(=O)(=O)N2CCC(C)CC2)cc1
→ i	-1.04
O=[N+]([O-])c1cccc(/C=C/c2nc(C=Nc3ccccc3)c(O)o2)c1
→ i	0.89
O=C(Nc1nccs1)c1cc2sccc2n1Cc1ccc(F)cc1
→ i	0.05
Cc1cc(C(=O)CSc2nncs2)c(C)n1-c1ccc2c(c1)OCO2
→ i	1.32
O=C(/C=C/c1ccccc1)c1ccccc1O
→ i	-0.77
O=C(COc1ccc(F)cc1Br)N1CCN(c2ncccn2)CC1
→ i	-0.04
O=C(CC1Nc2ccccc2NC1=O)c1ccccc1 (stereo not given)
→ i	-0.16
Cc1nc2ccccn2c1/C(O)=C1\C(=O)C(=O)N(CCN2CCOCC2)C1c1ccncc1 (stereo not given)
→ i	2.2
CC1=NN(C(=O)Cc2ccc([N+](=O)[O-])cc2)C(O)(c2cccnc2)C1 (stereo not given)
→ i	0.92
COc1ccccc1NC(=O)Cn1cc(C(=O)C2CC2)c2ccccc21
→ i	-0.41

# Remaining list, next part
# The line under a structure holds: KCNQ2 inh	Kir21 inh
CCOC(=O)Nc1ccc2c(c1)N(C(=O)CCN(CC)CC)c1ccccc1CC2
→ i	-0.03
O=c1ccn(-c2ccccc2)[nH]1
→ i	-0.98
Cc1cc(NC(=O)CCC(=O)N(Cc2ccco2)C(C(=O)NCC2CCCO2)c2ccncc2)no1 (stereo not given)
→ i	-0.2
Cc1ccc(S(=O)(=O)N(C)c2ccc(C(=O)Nc3ccccc3C(=O)N3CCOCC3)cc2)cc1
→ i	-0.27
O=[N+]([O-])c1cccc(NN=Nc2ccccc2)c1
→ i	1.28
O=C(c1cc2ccccn2n1)N1CCN(c2ccccn2)CC1
→ i	-0.54
Nc1c(C(=O)Nc2ccc(Br)cc2)sc2nc(-c3ccco3)ccc12
→ i	-1.87
Cn1cc(C(c2ccccc2OCC(=O)O)c2cn(C)c3ccccc23)c2ccccc21
→ i	0.82
Cc1ccc(C)c2nc(Cl)c(C#N)cc12
→ i	-0.37
CN(CCOc1ccccc1)C(=O)c1ccc2c(=O)n3c(nc2c1)CCC3
→ i	0.22
Cc1oc(-c2ccc(Cl)cc2)nc1CN1CCCN(C(=O)c2ccco2)CC1
→ i	-0.04
O=C(NCc1ccc(-c2csnn2)cc1)c1cc(Cl)cc(Cl)c1
→ i	-0.79
COC(=O)c1sccc1NC(=O)c1c(F)c(F)c(F)c(F)c1F
→ i	0.13
CC(C)(C)OC(=O)N1CCC(c2cc(-c3cccs3)n[nH]2)CC1
→ i	1.27
O=C1c2cccc3cccc(c23)C(=O)N1CCCN(C(=O)c1cccs1)c1cccc(F)c1
→ i	0.11
CSc1nnc(CCNC(=O)OC(C)(C)C)o1
→ i	1.6
Cn1cccc1CC(=O)NNC(=O)Nc1ccc(Cl)cc1
→ i	1.92
COc1cc2c(cc1OC)C(COc1ccc(F)cc1)NCC2 (stereo not given)
→ i	-0.72
COc1ccc(CN2CCN(C(=O)c3ccco3)CC2)cc1OC
→ i	-0.95
CCSc1ncc(Cl)c(C(=O)Nc2ccccc2)n1
→ i	-2.39

# More records follow.
# The line under a structure holds: KCNQ2 inh	Kir21 inh
CCc1nccn1S(=O)(=O)c1cc(OC)ccc1OC
→ i	-1.08
COc1ccc(-n2nc3cc(C)c(NC(=S)NC(=O)c4ccccc4C)cc3n2)cc1
→ i	0.64
CN(CC1CCOCC1)C(=O)CC1C(=O)NCCN1C/C=C/c1ccccc1 (stereo not given)
→ i	-0.08
CN1C=CC2=C(C#N)C(N)C(C#N)(C#N)C(c3ccccc3)C2C1 (stereo not given)
→ i	0.03
Cc1ccc(CSc2nnc(-c3ccncc3)o2)c(C)c1
→ i	-2.68
Nc1nc(-c2ccccc2)nn1C(=O)c1ccco1
→ i	-1.32
O=C(CSc1nnc(-c2ccc(C(F)(F)F)cn2)s1)c1ccccc1
→ i	2.04
CC(C)OC(=O)c1cc(=O)[nH]c2ccccc12
→ i	0.68
Cc1cccc(NS(=O)(=O)c2ccc(NS(=O)(=O)c3cccs3)cc2)c1
→ i	-0.06
O=C(c1ccc(Br)s1)N1CCc2ccccc2C1
→ i	1.27
CCc1ccc2c(c1)C(=O)C(=O)N2CC(=O)Nc1ccc(NC(=O)c2ccccn2)cc1
→ i	-0.49
CCc1ccc2oc(-c3ccc(NC(C)=O)cc3)nc2c1
→ i	0.77
Cc1ccccc1NC(=O)Cc1nc(COC(=O)c2ccc(O)cc2O)cs1
→ i	0.06
COc1ccc(-c2c[n+]3c(n2-c2ccc(C)cc2)CCCCC3)cc1
→ i	-3.64
Cc1ccc(S(=O)(=O)N2CCCC2C(=O)OCc2nc3ccccc3s2)cc1 (stereo not given)
→ i	-0.88
Cc1ccc2nc(NC(=O)COC(=O)c3ccccn3)sc2c1
→ i	-0.91
CCN1CCN(C(=S)c2ccc(OCC(=O)N3CCOCC3)cc2)CC1
→ i	0.34
CCOC(=O)C1CCCN(C(=O)c2ccc(Cl)c(S(=O)(=O)N3CCCCCC3)c2)C1 (stereo not given)
→ i	-1.17
CC(C)CCNC(=O)c1nnc(Cc2ccc(Cl)cc2)o1
→ i	0.11
COc1ccc(OC)c(NC(=O)CSCc2cnn(-c3ccccc3)c2-n2cccc2)c1
→ i	-4.26*

# Already shown: entries from further up.
# The line under a structure holds: KCNQ2 inh	Kir21 inh
Cc1ccc2nc(NC(=O)COC(=O)c3ccccn3)sc2c1
→ i	-0.91
CCN1CCN(C(=S)c2ccc(OCC(=O)N3CCOCC3)cc2)CC1
→ i	0.34
CCOC(=O)C1CCCN(C(=O)c2ccc(Cl)c(S(=O)(=O)N3CCCCCC3)c2)C1 (stereo not given)
→ i	-1.17
CC(C)CCNC(=O)c1nnc(Cc2ccc(Cl)cc2)o1
→ i	0.11
COc1ccc(OC)c(NC(=O)CSCc2cnn(-c3ccccc3)c2-n2cccc2)c1
→ i	-4.26*

# (more compounds)
# The line under a structure holds: KCNQ2 inh	Kir21 inh
CCC(=O)Nc1cccc(C(=O)c2ccc(C)c(C)c2)c1
→ i	0.05
CCC1CN(C(=O)N2CCC(C(=O)NCc3ccc(F)cc3)CC2)c2ccccc2O1 (stereo not given)
→ i	0.44
COc1ccccc1OCC(=O)Nc1ccccc1C(=O)Nc1cccc(C(=O)O)c1
→ i	-0.79
CC(=O)c1cccc(NS(=O)(=O)c2ccc(-c3cnc(C4CC4)o3)cc2)c1
→ i	0.04
COc1cc(/C=N/NC(=O)Cc2ccc(Br)cc2)cc(OC)c1O
→ i	-0.66
CC(C)CNC(=O)CSc1nc2nn(-c3ccccc3)c(=O)c-2c2n1CCCCC2
→ i	0.46
Cn1c(=O)c2c(nc(NCCCO)n2Cc2cccc(C(F)(F)F)c2)n(C)c1=O
→ i	-0.01
O=C(NCCC(=O)N1CCN(c2ccccc2O)CC1)c1ccc(Br)cc1
→ i	0.58
Cc1ccc2c(CC(=O)OCc3cc(=O)n4c(n3)sc3ccccc34)coc2c1
→ i	1.32
Cc1cccn2c(=O)c(/C=C(\C#N)S(=O)(=O)c3ccccc3)c(N3CCN(Cc4ccccc4)CC3)nc12
→ i	-1.44
COc1cc(OC)nc(NC(C)=O)n1
→ i	-0.04
COc1ccc(-c2nnc(SC(C(=O)c3c[nH]c4ccccc34)c3ccccc3)n2N)cc1OC (stereo not given)
→ i	0.15
CC(C)(C)NC(=O)Cn1nnnc1-c1nonc1N
→ i	1.45
O=C(Nc1cc(S(=O)(=O)N2CCOCC2)ccc1N1CCOCC1)c1ccc(Cl)nc1
→ i	-0.82
OCC1(CCCc2ccccc2)CCN(Cc2cc(F)ccc2F)CC1
→ i	-4.39*
Cc1c(OCC(=O)N(C)C)ccc2c(-c3ccccc3)cc(=O)oc12
→ i	-0.74
N#C/C(=C\c1c(N(Cc2ccccc2)Cc2ccccc2)nc2ccccn2c1=O)C(N)=O
→ i	-0.01
O=c1[nH]c(NNC(=S)NCc2ccccc2)nc2c1C1(CCCCC1)Cc1ccccc1-2
→ i	0.14
O=C(O)CCc1ccc(-c2ccccc2)n1-c1ccc(C(=O)O)cc1
→ i	0.18
Cc1cc(NCCCN2CCOCC2)n2nc(C)c(-c3ccccc3)c2n1
→ i	-0.66

# (further entries)
# The line under a structure holds: KCNQ2 inh	Kir21 inh
CC1(C)Cc2cccc(OCC(=O)Nc3cccnc3Cl)c2O1
→ i	0.76
CCc1ccccc1NC(=O)CN(C)C(=O)CSc1nn(-c2ccccc2)c(=S)s1
→ i	-2.15
CC(=O)c1ccc(NC(=O)c2cc(Cl)sc2Cl)cc1
→ i	0.45
O=[N+]([O-])c1ccc(S(=O)(=O)N(CCCN2CCOCC2)Cc2cccs2)cc1
→ i	-2.24
Cc1onc(-c2ccccc2Cl)c1C(=O)Nc1sc2c(c1C#N)CCC2
→ i	-0.74
NNC(=O)c1sc(-c2ccc(Cl)cc2)cc1N
→ i	0.59
O=C(Nc1c(C(=O)N2CCOCC2)cnn1-c1ccccc1)c1ccco1
→ i	0.57
NCCCNc1nc(N)c([N+](=O)[O-])c(NC2CCCCC2)n1
→ i	-0.18
C=CCn1c(SCc2nc3ccccc3c(=O)[nH]2)nc2scc(C3CC3)c2c1=O
→ i	-1.18
CC(=O)c1ccc(NC(=O)c2ccn(C(=O)OCC(C)C)n2)cc1
→ i	-0.12
NS(=O)(=O)c1ccc(NC(=O)/C=C/c2ccccc2Cl)cc1
→ i	-1.49
NC(=O)CCCC1=NS(=O)(=O)c2ccccc2N1
→ i	0.52
O=c1[nH]c(/C=C/c2ccc(OC(F)F)cc2)nc2c1cnn2-c1ccccc1
→ i	-1.93
Cc1ccc(S(=O)(=O)N2CCN(C(=O)COC(=O)COc3ccccc3)CC2)cc1
→ i	-1
CC(C)CN(Cc1c(O)ccc2ccccc12)CC(C)C
→ i	1.08
CCCSc1nc(SCC(=O)NCc2ccccc2)c2c3c(sc2n1)COC(C)(C)C3
→ i	0.82
Cc1ccc(/C=N/NC(=O)Cc2ccc(O)cc2)s1
→ i	0.02
COc1cc(OC)c(C2Oc3nc(SC)nnc3-c3ccccc3N2C(C)=O)cc1OC (stereo not given)
→ i	-0.7
CCCC(=O)N1CCN(c2ccc(NC(=O)c3ccc4c(c3)OCCO4)cc2)CC1
→ i	-0.21
Cc1cc2c(=O)n(CC(=O)N3CCN(c4ccc(F)cc4)CC3)cnc2s1
→ i	0.73
CC(C)C(NS(=O)(=O)c1cccc(C(F)(F)F)c1)C(=O)O (stereo not given)
→ i	1.06
